# Screening data from PubChem.
# Polio RdRp inh: inhibitors of poliovirus RNA polymerase binding and polymerization; actives 0.66% (n = 150,000); % elongation, % (compound at 16.7 µg/mL); P03300; poliovirus polymerase elongation, fluorescence polarization; hits give low values; in the data active = % elongation below about 90%; note: some results filed as inactive read as strong as hits
# Target sequence (P03300 1749-2209 limits assumed): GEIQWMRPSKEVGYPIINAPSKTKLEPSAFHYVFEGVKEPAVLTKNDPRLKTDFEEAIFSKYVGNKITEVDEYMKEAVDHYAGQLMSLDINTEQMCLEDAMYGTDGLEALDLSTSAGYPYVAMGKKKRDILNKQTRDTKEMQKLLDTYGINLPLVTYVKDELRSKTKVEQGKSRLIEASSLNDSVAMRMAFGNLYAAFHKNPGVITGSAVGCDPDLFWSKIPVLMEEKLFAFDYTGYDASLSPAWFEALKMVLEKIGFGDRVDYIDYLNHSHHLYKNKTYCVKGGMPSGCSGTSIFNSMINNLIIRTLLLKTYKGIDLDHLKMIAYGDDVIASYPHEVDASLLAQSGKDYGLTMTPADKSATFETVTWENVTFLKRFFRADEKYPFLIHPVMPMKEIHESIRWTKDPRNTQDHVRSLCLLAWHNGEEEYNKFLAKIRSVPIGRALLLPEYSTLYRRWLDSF
# Polio RdRp inh FP z-score: second read-out of Polio RdRp inh, no call of its own (marks repeat the call); z-score; measured here: FP z-score; hits read low
# Active calls of the source: *; & = joins results of further samples. These rows are one share of the data; the hit share may differ from the screen's.
SMILES,Polio RdRp inh,Polio RdRp inh FP z-score
CC(Oc1ccccc1)C(=O)Nc1ccccc1 (stereo not given),102,0.1
Cc1cccc2cc(/C=C3\NC(=S)NC3=O)c(N3CCOCC3)nc12,105,0.6
O=c1[nH]c(-c2ccc(Cl)cc2)nc2sc3c(c12)CCCC3,108,0.3
Cn1c(=O)c2c(nc(NCC3CCCO3)n2Cc2cccc3ccccc23)n(C)c1=O (stereo not given),101,-0.2
COc1ccc(C(=O)OCc2c(C)noc2C)cc1S(=O)(=O)N1CCCc2ccccc21,99,-0.4
c1ccc2nc(-c3nc4ccccc4o3)ccc2c1,104,0.8
CCN(CC)CCCNC(=O)C(=O)Nc1ccc2nc3n(c(=O)c2c1)CCCCC3,107,0.2
c1ccc(C2CC3CC4(CCCC4)N2O3)cc1 (stereo not given),101,-0.1
Cn1c(-c2oc3nc(-c4ccccc4)cc(-c4ccco4)c3c2N)n[nH]c1=S,97,-0.6
COc1ccc(N2CCN(C(=O)C(CC(C)C)NS(=O)(=O)c3ccc4c(c3)oc(=O)n4C)CC2)cc1 (stereo not given),104,2.1
CCCC(CCC)C(=O)Nc1cccc(-c2nc3cccnc3s2)c1C,103,-1.3
Cc1cc(C)cc(NC(=O)CSc2nnc(-c3cc4occc4n3C)n2-c2ccccc2C)c1,113,0.5
COCCn1c(O)c(/C=N/N=C2/C(=O)N(C)c3ccccc32)c(=O)[nH]c1=S,107,0.7
CCCc1ccc(NC(=O)C2CCN(c3cnccn3)CC2)cc1,111,1
C=CCN1C(=O)C2C(C(=O)NC)C3C=CC2(O3)C1C(=O)NC1CCCCC1 (stereo not given),104,0.6
CN1C(=O)Cc2cc(S(=O)(=O)CCC(=O)Nc3ccc(Cl)cc3)ccc21,107,0.1
Cn1c(C(=O)N2CCCc3ccccc32)cc2c(=O)n3ccccc3nc21,104,0.4
CC1CN(C(=O)N2CCC(C(=O)NC3CCCCCC3)CC2)c2cc(Cl)ccc2O1 (stereo not given),110,0.5
CN(c1ccccc1)S(=O)(=O)c1ccc(Cl)c(C(=O)N2CCOCC2)c1,101,-0.2
Cc1ccccc1COC(=O)c1ccc(-c2nnn(Cc3ccccc3F)n2)cc1,109,0.9
Cc1cc(C)nc(SC(C)C(=O)Nc2ccccc2C#N)n1 (stereo not given),105,1.3
Cc1cccc(C(=O)Nc2cccc(C(=O)OCc3cc(=O)n4ccsc4n3)c2)c1,103,-0.9
N#Cc1cc(C(=O)c2cccs2)c(C(F)(F)F)nc1SCc1ccccc1,105,0.2
Cc1cccc(N/C(=N\S(=O)(=O)c2ccc(Cl)cc2)Nc2nc(C)cc(C)n2)c1,101,-0.1
COc1cccc(C(=O)Cn2c(=O)n(CCc3ccccc3)c(=O)c3cc(OC)c(OC)cc32)c1,101,0

# Some of the entries above, set out differently:
Cc1cc(C)cc(NC(=O)CSc2nnc(-c3cc4occc4n3C)n2-c2ccccc2C)c1
  Polio RdRp inh: 113
  Polio RdRp inh FP z-score: 0.5
COCCn1c(O)c(/C=N/N=C2/C(=O)N(C)c3ccccc32)c(=O)[nH]c1=S
  Polio RdRp inh: 107
  Polio RdRp inh FP z-score: 0.7
CCCc1ccc(NC(=O)C2CCN(c3cnccn3)CC2)cc1
  Polio RdRp inh: 111
  Polio RdRp inh FP z-score: 1

# Some of the entries so far, with each value named:
> Cc1cc(C)nc(SC(C)C(=O)Nc2ccccc2C#N)n1 (stereo not given)
  Polio RdRp inh = 105
  Polio RdRp inh FP z-score = 1.3

> Cc1cccc(C(=O)Nc2cccc(C(=O)OCc3cc(=O)n4ccsc4n3)c2)c1
  Polio RdRp inh = 103
  Polio RdRp inh FP z-score = -0.9

# New compounds follow
SMILES,Polio RdRp inh,Polio RdRp inh FP z-score
Cn1ccsc1=NC(=O)c1cc(Cl)c2c(c1)OCCCO2,111,1
Oc1c(C(c2ccc(Cl)cc2Cl)N2CCOCC2)sc2nc(-c3ccco3)nn12 (stereo not given),105,-0.1
CCc1cccc(C)c1NC(=O)COCc1cc(-c2ccc3c(c2)OCO3)on1,103,-1.1
CCN1CCC(N(Cc2ccc3c(c2)OCO3)C(=O)Nc2ccccc2OC)CC1,114,0.7
CCCSc1ncc(Cl)c(C(=O)Nc2sc3c(c2C(N)=O)CCCC3)n1,108,0.4
CC(C)CN1CC(c2nc3ccccc3n2CCCN(C)C)CC1=O (stereo not given),99,-1.5
CC(C)C(NC(=O)C1CCCCC1)C(=O)N1CCN(c2ccc(F)cc2)CC1 (stereo not given),99,-0.1
O=C(NCc1ccccc1)c1ccc(NC(=O)N2CCSc3ncccc32)cc1,104,-0.2
CCC(C)NC(=O)C1=CC(c2ccc3c(c2)OCO3)=NS(=O)(=O)N1C (stereo not given),111,0.2
O=C(O)CCc1nc2ccccc2n(CCc2ccccc2)c1=O,104,1.2
CN(C)CCN(Cc1ccco1)C(=O)c1cc2c(s1)-c1ccccc1OC2,104,-0.2
CC(C)CNC(=O)c1cnc2n(c1=O)CCS2,103,0.8
CCOc1ccc(Sc2cc(C(=O)N3CCCC3)c3ccccc3n2)cc1,104,1.3
C=CCn1c(C)cc(C(=O)CSCc2nc3sc(C)c(C)c3c(=O)[nH]2)c1C,139,5.5
Cc1ccc(NC(=O)C(=O)NCC2(c3ccccc3)CCCC2)cc1Cl,104,-0.6
S=c1[nH]nc(-c2ccccc2)o1,100&94,-0.2&-0.5
O=C(NCC(c1ccc(F)cc1)N1CCOCC1)C(c1ccccc1)c1ccccc1 (stereo not given),104,0.5
CCCN(CCC)C(=O)CSc1nc2sc3c(c2c(=O)n1-c1ccccc1)CCN(C(C)=O)C3,99,-1.8
N#Cc1cccc(NC(=O)COC(=O)/C=C/c2ccccc2)c1,105,1.5
Cc1cc(C)cc(-n2c(SCC(=O)NC3CCCCC3)nc3c([nH]c4ccccc43)c2=O)c1,113,1.4
COc1cc(C2C(C(=O)Nc3ccccc3)=C(C)Nc3nc(SCc4ccccc4F)nn32)cc(OC)c1OC (stereo not given),100,-1.5
O=C(NCCCN1CCCCC1)c1[nH]nc2c1COc1ccccc1-2,100,-0.4
CN(C)CCN(C(=O)c1ccc(Cl)s1)c1nc2cc3c(cc2s1)OCCO3,101,-0.3
CCCOc1ccc(C(=O)Nc2ccc(NC(=O)c3ccc(Br)cc3)cc2)cc1,107,0.5
CCc1ccc(NC(=O)C(C)OC(=O)c2ccccc2NC(=O)c2ccco2)cc1 (stereo not given),102,-0.2

# Part of the list above in order of heavy-atom count, falling:
SMILES,Polio RdRp inh,Polio RdRp inh FP z-score
O=C(NCC(c1ccc(F)cc1)N1CCOCC1)C(c1ccccc1)c1ccccc1 (stereo not given),104,0.5
Oc1c(C(c2ccc(Cl)cc2Cl)N2CCOCC2)sc2nc(-c3ccco3)nn12 (stereo not given),105,-0.1
Cc1ccc(NC(=O)C(=O)NCC2(c3ccccc3)CCCC2)cc1Cl,104,-0.6

# Carrying on:
SMILES,Polio RdRp inh,Polio RdRp inh FP z-score
COc1cc2c(cc1OC)/C(=C/C(N)=O)NC(C)(C)C2,99,-0.8
C=CCC1C(=O)N(S(=O)(=O)c2ccc(Cl)cc2)N=C1CCC (stereo not given),114,1.9
CC(=O)N1CC(C)Oc2ccc(S(=O)(=O)NC(C)c3ccccc3)cc21 (stereo not given),101,-0.3
CCc1ccccc1Nc1nc(N)nc(CSc2nncn2C)n1,101,-0.3
CC1CCN(S(=O)(=O)c2cc(C(=O)NCc3ccc(N(C)C)cc3)n(C)c2)CC1,101,-1.2
Cc1cc(C)cc(C(=O)Nc2cccc(-c3nc4ncccc4o3)c2C)c1,104,0
CCOC(=O)CC(NC(=O)CCc1c(C)nc2c(c1C)c(=O)n(C)c(=O)n2C)c1ccc(OCC)c(OC)c1 (stereo not given),112,1.3
Cc1noc(/C=C/c2cccs2)c1S(=O)(=O)N1CCC(C(=O)NCc2ccccc2Cl)CC1,108,0.7
O=C1c2ccccc2NC(c2ccccc2)N1NS(=O)(=O)c1ccccc1 (stereo not given),105,1.1
Cc1ccc(NC(=O)Nc2ccc(SC(F)F)cc2)cc1,101,-0.2
N#CC(C#N)=CNc1cc(-c2ccc(Cl)cc2)sc1C(N)=O,100,-0.3
c1ccc(-c2csc(Cc3c[nH]c4ccccc34)n2)cc1,103,0.6
CC(C)CCn1c(=O)c2ccccc2n2c(CN(C)Cc3ccccc3)nnc12,100,-0.2
N#CCCNc1ccccc1C(=O)O,98,-0.3
Cc1cc(C)cc(-n2nnc(-c3nsc(NC(=O)c4ccccc4Cl)n3)c2C)c1,106,0.1
COc1ccccc1CNC(=O)CCc1c(C)nc2cc(-c3ccccc3OC)nn2c1C,106,-0.4
COc1cc(C=NCc2ccco2)ccc1O,103,0.1
Cc1ccc(N2C(=O)C(CC(=O)Nc3ccc(F)cc3)N(CCC3=CCCCC3)C2=O)cc1 (stereo not given),100,-0.5
NC(=O)c1ccc(NC(=O)CCCSc2ccccc2)cc1,104,0.2
CCN(CC)C(=O)/C(C#N)=C/c1ccc(OC)cc1,101,0.2
CN1CCN(Cc2c(O)ccc3cc(Br)ccc23)CC1,99,-0.6
COc1ccc(CC(=O)NC2CCN(S(=O)(=O)c3ccccc3C(=O)O)CC2)cc1OC,103,0.5
CCn1c2ccccc2n2c(C(=O)OC)c(C)nc12,101,-0.1
O=C(CSc1nccc(=O)[nH]1)c1cccs1,98,-0.6
COc1ccccc1CNC(=O)C1CCCN(c2nnc(C)c3c(C)n(-c4ccccc4)nc23)C1 (stereo not given),108,0.4
COc1ccc(S(=O)(=O)N(C)Cc2nc(-c3cccc(C)c3)no2)cc1,108,0.2
CS(=O)(=O)Nc1ccc(C2=NN(C(=O)c3ccccc3)C(c3ccco3)C2)cc1 (stereo not given),102,0.5
COc1cc(NC(=O)CNC(=O)Cn2c(C)cc3ccccc3c2=O)cc(OC)c1OC,100,0.1
C=CCn1c(COC)nnc1SCC(=O)c1ccc(Br)cc1,104,0.8
FC(F)C(F)(F)c1cc(-c2ccccc2)n[nH]1,100,0.2

# Entries of single compounds, looked up by structure.
# N#Cc1cccc(NC(=O)COC(=O)/C=C/c2ccccc2)c1 is listed as Polio RdRp inh = 105; Polio RdRp inh FP z-score = 1.5
# Cc1ccc(NC(=O)Nc2ccc(SC(F)F)cc2)cc1 is listed as Polio RdRp inh = 101; Polio RdRp inh FP z-score = -0.2
